High-throughput results (PubChem BioAssay)
PV pol inh = inhibitors of poliovirus RNA polymerase binding and polymerization. poliovirus polymerase elongation, fluorescence polarization; active compounds read low. % elongation, % (compound at 16.7 µg/mL). 0.66% of 150,000 active. AID 588519; in the data active means % elongation below about 90%; further: some results filed as inactive read as strong as hits
Target sequence (P03300 1749-2209 limits assumed): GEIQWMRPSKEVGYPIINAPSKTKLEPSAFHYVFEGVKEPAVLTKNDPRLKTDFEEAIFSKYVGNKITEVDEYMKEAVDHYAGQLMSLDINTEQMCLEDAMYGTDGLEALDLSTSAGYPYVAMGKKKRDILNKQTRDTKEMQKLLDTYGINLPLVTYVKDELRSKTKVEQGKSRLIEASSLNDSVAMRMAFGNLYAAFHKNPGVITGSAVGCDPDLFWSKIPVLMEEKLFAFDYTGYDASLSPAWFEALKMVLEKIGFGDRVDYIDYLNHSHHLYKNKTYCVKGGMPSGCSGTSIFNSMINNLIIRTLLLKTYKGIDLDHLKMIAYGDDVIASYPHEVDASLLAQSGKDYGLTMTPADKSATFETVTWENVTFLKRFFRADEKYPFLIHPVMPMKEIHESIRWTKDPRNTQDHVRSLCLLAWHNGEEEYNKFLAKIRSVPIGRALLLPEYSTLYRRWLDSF
PV pol inh FP z-score = recorded beside PV pol inh, whose call it bears; z-score; measured here: FP z-score; hits read low
An asterisk follows results filed as active. A portion of the library; count on the stated rates, not on these rows.

SMILES	PV pol inh	PV pol inh FP z-score
O=C(c1ccc(F)cc1)N1CCCc2ccccc21	101	-0.2
O=c1[nH]c2ccccc2nc1C(=S)N1CCOCC1	97	-0.6
NC(=S)N/N=C/c1nc2ccccc2n1Cc1ccccc1	97	-1
O=C(O)CC1C(=O)NCCN1C1Cc2ccccc2C1 (configuration not stated)	100	-0.8
CC(OC(=O)Cn1ccc(C(F)(F)F)n1)c1nc2ccccc2c(=O)[nH]1 (configuration not stated)	104	0.1
COc1ccc(-c2cc(C(F)(F)F)nc(SCC(=O)N3CCCCC3)n2)cc1	122	3.8
O=C(Cn1nc(Cc2ccncc2)c2ccccc2c1=O)N1CCCC1	99	-1
COc1ccc(NC(=O)Nc2cn(CC(C)C)c(=O)c3ccccc23)c(OC)c1	94	-0.8
Cc1ccc(-n2ncc3c(Nc4ccc(Oc5ccccc5)cc4)ncnc32)cc1	107	0.1
Cc1ccc(NC(=O)CSc2nc3ccsc3c(=O)n2Cc2ccccc2F)cc1Cl	103	0.4
N#Cc1ccccc1S(=O)(=O)N1CCN(Cn2c(Cc3ccccc3)nc3ccccc32)CC1	98	-1.1
Cc1ccc(N(C(C)C(=O)N(C)C)S(C)(=O)=O)cc1 (configuration not stated)	101	0.6
Cc1cc(C)c2c(N)c(C(=O)Nc3ccccc3C(F)(F)F)sc2n1	105	0.3
CC(C)c1cccc2c1OC(C(C)C)C(=S)N2CC(=O)O (configuration not stated)	104	-0.1
C=CCn1c(COc2ccc(OC)cc2)nnc1SC(C(=O)NC(=O)NC)c1ccccc1 (configuration not stated)	106	0.4
O=C(C(Cc1ccccc1)n1cccc1)N1CCCC1 (configuration not stated)	100	-1.1
COc1ccccc1N1CCN(c2ncnc3c2c(-c2ccccc2)cn3-c2cccc(Cl)c2)CC1	111	0.8
Cc1ccc(S(=O)(=O)c2nnn3c2nc(NCc2ccc4c(c2)OCO4)c2sccc23)cc1	105	-0.2
CCCN1CCN(CC2=C(C(=O)OCC)C(c3ccc(OC(C)C)cc3)NC(=O)N2)CC1 (configuration not stated)	106	-0.3
c1ccc(NCn2nnc3ccccc32)cc1	100	-0.5

Another view of 4 compounds above:
Every second line gives: PV pol inh | PV pol inh FP z-score
> O=C(Cn1nc(Cc2ccncc2)c2ccccc2c1=O)N1CCCC1
 : 99 | -1
> COc1ccc(NC(=O)Nc2cn(CC(C)C)c(=O)c3ccccc23)c(OC)c1
 : 94 | -0.8
> Cc1ccc(-n2ncc3c(Nc4ccc(Oc5ccccc5)cc4)ncnc32)cc1
 : 107 | 0.1
> Cc1ccc(NC(=O)CSc2nc3ccsc3c(=O)n2Cc2ccccc2F)cc1Cl
 : 103 | 0.4

(listing goes on)
SMILES	PV pol inh	PV pol inh FP z-score
CCOC(=O)c1c(C)c(C(=O)Nc2ccc(C(C)C)cc2)c(C)n1C	101	-0.7
Fc1ccc(OC2OCCOC2Oc2ccc(F)cc2)cc1 (configuration not stated)	101	0.1
CCC(C)NS(=O)(=O)c1c[nH]c(C(=O)OC)c1 (configuration not stated)	99	-1.4
CC(C)Cn1cc(NC(=O)N2CCN(c3ccccc3F)CC2)c2ccccc2c1=O	101	-0.2
Cc1ccc2c(CC(=O)Nc3ccc(S(=O)(=O)N4CCCC(C)C4)cc3)coc2c1 (configuration not stated)	120	0.4
CC(C(=O)Nc1ccccc1C(F)(F)F)n1nnc2sc3c(c2c1=O)CCCC3 (configuration not stated)	107	0
COc1ccccc1C(=O)Nc1ccc(S(=O)(=O)Nc2ncccn2)cc1	105	0.4
CCc1ccccc1N(C)C(=O)Cc1c(C(=O)O)[nH]c2ccccc12	101	0.1
COc1ccc(Nc2cc(C(=O)NCc3ccccc3OC)c3ccccc3n2)cc1	110	0.7
CC(C)Oc1ccc(CNC(=O)c2ccc(NC(=O)N3CCSc4ncccc43)cc2)cc1	99	-1.2
Cc1ccc2c(c1)C(C)(c1ccccc1)CC(C)(C)N2C(=O)c1ccc(F)cc1 (configuration not stated)	101	-0.3
CC(C)OC(=O)CSc1ncnc2scc(-c3ccccc3)c12	104	0.1
CSc1ccc(CNc2ncc(-c3ccccc3)n2C)cc1	107	0.4
Cc1ccc(C)c(N2CCN(C(=O)c3ccc(N4CCCC4=O)cc3)CC2)c1	104	0.5
CNc1ccccc1C(=O)Nc1cccc(OC)c1	106	0.4
CCOC(=O)C1=C(O)CSC1=NC(=O)c1ccc(OC)cc1	113	2.2
O=C(C1CC1)N1CCN=C1SCc1cccc(C(F)(F)F)c1	101	0
CCOC(=O)N1CCN(C(=O)CN(c2ccc(C)cc2)S(=O)(=O)c2cc(C)ccc2OC)CC1	101	-0.3
CC(=O)Oc1ccc(S(=O)(=O)c2ccc(OC(C)=O)cc2)cc1	104	0.1
CCOC1(C)OC2CCC(CC)OC2O1 (configuration not stated)	105	0.2
Cc1cc(C)n2nc(SCC(=O)N3c4ccccc4CC3C)nc2n1 (configuration not stated)	103	0
CCCC12CN(C(=O)CC(C)C)CC(CCC)(CN(C(=O)CC(C)C)C1)C2=O	104	0.3
COc1ccc(NC(=O)N(Cc2ccco2)C2CCN(C(C)=O)CC2)c(OC)c1	104	-0.9
Cc1nc2c(C)cccc2c2c1CCN2c1ccccc1F	100	-0.2
CNCC(O)c1cccc(O)c1 (configuration not stated)	104	0.1
CC1=NN(C(=O)CCc2ccccc2)C(O)(c2ccccc2)C1 (configuration not stated)	103	0.5
CCCCNC(=O)c1cc(Sc2ccc(OCC)cc2)nc2ccccc12	111	0.2
CCc1ccc2occ(CC(=O)Nc3sc4c(c3C(=O)NCCOC)CCCC4)c2c1	120	0.3
CCCCNC(=O)Oc1ccc(C2=NCCS2)cc1	102	0.2
CCOC(=O)c1ccc(N2C(=O)CC(NCCc3ccc(S(N)(=O)=O)cc3)C2=O)cc1 (configuration not stated)	107	0.9
COCCCn1c(=O)c2sccc2n2c(CCCC(=O)Nc3ccc(F)c(F)c3)nnc12	100	-1.6
CCc1nc(SCC(=O)N2CCCc3ccccc32)c2c(=O)n(C)c(=O)n(C)c2n1	101	0.3
Cc1cc(Cl)nc2ccccc12	102	-0.6
Fc1ccc(N2CCN(c3ncnc4onc(-c5ccc(Cl)cc5)c34)CC2)cc1	110	0.7
Cc1cc(C(=O)CN(Cc2ccco2)C2CCS(=O)(=O)C2)c(C)n1Cc1cccs1 (configuration not stated)	104	0.2
COc1cccc(OCCSc2nc(-c3ccccc3)cc(=O)[nH]2)c1	103	0.2
C=CCSc1nc2ccccc2c(=O)n1CC=C	100	-0.3
Cc1ccc2c(c1)c(=O)c(C(=O)c1ccc3c(c1)OCO3)cn2Cc1ccc(Cl)cc1	102	-1.6
CCOC(=O)N/N=C1\CCS(=O)(=O)c2ccc(Cl)cc21	102	-0.1
Cc1cccc(-n2cnc3cc(C(=O)NC4CCCCCC4)ccc32)c1	108	0
CCNC(=O)c1c(C)c(C(=O)OCC)n(CC)c1C	100	-0.9
COC(=O)Cc1nc2ccccc2[nH]1	101	-0.1
Cc1cc(-n2c(/C=C/c3ccc(Br)s3)nc3ccccc3c2=O)ccc1Br	111	0.6
CCc1cccc(C)c1NC(=O)CN1C(=O)C2(SCC(=O)N2c2cccc(F)c2)c2ccccc21 (configuration not stated)	103	-0.1
Cc1ccc(CSc2ncc(C(F)(F)F)cc2Cl)cc1	104	-0.1
OCCNc1nc2ccccc2n1CN1CCN(c2ccccc2F)CC1	105	0.3
Cc1ccc(OCC(=O)Nc2ccccc2C(=O)N(C)C)cc1	102	-0.1
Cc1[nH]c2ccccc2c1CCN1C(=O)c2ccccc2C1=O	104	0.2
CC(C)C1C(=O)Nc2ccc(S(=O)(=O)NC3CCCC3)cc21 (configuration not stated)	98	-1.9
CCn1cc(/C=C(\NC(=O)c2ccc(OC)cc2)C(=O)NCCCn2ccnc2)c2ccccc21	108	0.3
CC(SC(=S)N1CCCCCC1)C(=O)O (configuration not stated)	102	0
COc1ccc(OC)c(NC(=O)CSc2ncnc3c2oc2ccccc23)c1	101	0
NC(=S)NN=C1Cc2ccccc2C1	102	0.2
Cc1nnc(SCC(=O)Nc2cc(-c3ccc(Cl)cc3)nn2C)n1C	107	0.6
Cc1ccc(-c2nc3ncccc3o2)cc1NC(=O)c1ccccc1Br	105	0.4
CNC(=S)NNc1nc(N2CCCC2)nc(N2CCCC2)n1	106	0.3
Cc1nc(NCCCn2ccnc2)c2ccccc2n1	102	0.3
CCOC(=O)c1ccc(NC(=O)c2c(NCc3cccs3)sc3c2CCCC3)cc1	108	0.4
CC1(C)N=C(Nc2ccccc2)SC1=N	104	0.6
Cc1ccc(Cl)cc1N1CCN(C(=O)c2noc3c2CCCC3)CC1	104	0

Six of the compounds above, with values under each structure.
Values run as follows: PV pol inh | PV pol inh FP z-score
COC(=O)Cc1nc2ccccc2[nH]1
    101 | -0.1
Cc1cc(-n2c(/C=C/c3ccc(Br)s3)nc3ccccc3c2=O)ccc1Br
    111 | 0.6
CCc1cccc(C)c1NC(=O)CN1C(=O)C2(SCC(=O)N2c2cccc(F)c2)c2ccccc21 (configuration not stated)
    103 | -0.1
Cc1ccc(CSc2ncc(C(F)(F)F)cc2Cl)cc1
    104 | -0.1
OCCNc1nc2ccccc2n1CN1CCN(c2ccccc2F)CC1
    105 | 0.3
Cc1ccc(OCC(=O)Nc2ccccc2C(=O)N(C)C)cc1
    102 | -0.1

Profiles, quoted from the list:
Results for `COc1ccccc1C(=O)Nc1ccc(S(=O)(=O)Nc2ncccn2)cc1` = PV pol inh: 105; PV pol inh FP z-score: 0.4
Results for `N#Cc1ccccc1S(=O)(=O)N1CCN(Cn2c(Cc3ccccc3)nc3ccccc32)CC1` = PV pol inh: 98; PV pol inh FP z-score: -1.1

Next section
SMILES	PV pol inh	PV pol inh FP z-score
CCN(CC)CC(=O)N1N=C(c2ccc(OC)cc2)CC1c1cccc(OC)c1OC (configuration not stated)	100	-0.3
O=c1[nH]cnc2scc(-c3ccsc3)c12	102	0.2
CN(Cc1ccccc1)CC(O)COCC1=CCC2CC1C2(C)C (configuration not stated)	102	-0.1
O=C(/C=C/c1ccccc1)N1CCC(c2ccccc2)C1 (configuration not stated)	104	0.9
Cc1nc2ccccc2nc1CSc1nnc2ccccn12	107	0.5
Clc1nc2ccc(Br)cc2s1	104	0.7
O=C1NCCN1C(=O)C(c1ccccc1)c1ccccc1	104	0.2
C=Cc1ccc(Cn2c(C(=O)O)c(CNCc3ccccc3)c3ccc(OC)cc32)cc1	108	0.1
C#CC(C)(C)NC(=O)c1cccnc1Oc1ccccc1	98	-1
CC1=Nc2ccccc2N=C(C)C1	99	-0.6
COc1ccc(-c2nc3ccc(NS(=O)(=O)c4ccc(Cl)cc4)cc3o2)cc1	106	-0.1
CN1CCCC1=Nc1ccccc1C#N	108	0.5
COc1cc(OC)c(NS(=O)(=O)c2cc3c(cc2C)NC(=O)CO3)cc1Cl	114	1.8
O=S(=O)(c1ccccc1)C1(S(=O)(=O)c2ccccc2)CCCC1	102	-0.4
CC(C)c1ccc(NC2=NCC(=O)N2Cc2ccccc2)cc1	103	0.4
COc1ccc(-c2cc(C(F)(F)F)nc(SCC(=O)NCc3ccc(F)cc3)n2)cc1	106	0.5
CCOC(=O)c1[nH]c2c(c1Cc1ccccc1)C(=O)CC(c1ccc(OC)cc1)C2 (configuration not stated)	103	-0.7
CCO/C=C(\C#N)C(=O)Nc1ccc(F)c(Cl)c1	99	-0.6
O=C(OCc1c(F)cccc1Cl)c1cnc2sccn2c1=O	101	-0.3
O=C1C2CNC3(C(=O)Nc4ccccc43)C2C(=O)N1C1CCCCC1 (configuration not stated)	102	-0.2
Cc1nc2ccccc2n1CC(=O)OCC(=O)NC1CC1	99	-0.3
CCOC(=O)c1csc2c1CCC/C2=N/OC(C)=O	103	0.4
COc1ccc(-c2nc(S(=O)(=O)c3ccc(C)cc3)c(N3CCCCC3)o2)cc1	104	-0.2
O=C(O)C1CC=CCC1C(=O)Nc1ccc(Cl)cc1 (configuration not stated)	101	-0.3
COC(=O)c1cc2nc(-c3ccccc3)cc(C(F)(F)F)n2n1	99	-0.9
COC(=O)C1(C(F)(F)F)N=C(C)OC(N2CCOCC2)=N1 (configuration not stated)	99	-0.4
COc1cc(N)c(Cl)cc1C(=O)OCC(=O)c1ccc2c(c1)OCCO2	100	-0.2
COc1ccc2c(CC(=O)OCC(=O)Nc3ccccc3)coc2c1	105	0.4
CC1CCN(CN2C(=O)N(CN3C(=O)N(CN4CCC(C)CC4)C(=O)C3(C)C)C(C)(C)C2=O)CC1	104	0.6
Cc1ccc(/C=C/C(=O)Nc2cccc(NC(=O)/C=C/c3ccc(C)o3)n2)o1	100	-0.3
Cc1ccc2nc(NC(=O)CCc3nc4cc(S(=O)(=O)N5CCCCC5)ccc4n3C)sc2c1	115	2
CC(C)c1ccccc1NC(=O)Cn1cnc2c1c(=O)n(C)c(=O)n2C	108	0.6
CN1c2ccccc2N(C)C1/C=C/c1ccccc1	102	-0.1
Cc1ccc(C)c(C(=O)Cn2cc(Br)ccc2=O)c1	104	-0.2
CN1CCN(C(=O)CCN2C(=O)/C(=C/c3ccccc3)SC2=S)CC1	98	-0.2
COc1ccc(NC(c2ccc(C)cc2)n2ncc3c(=O)n(C)c4ccccc4c32)cc1 (configuration not stated)	107	0.3
CC(C)c1ccc(OCCN2CCNCC2)cc1	101	-0.1
CN1CCCN(Cc2coc3ccccc3c2=O)CC1	100	0.1
Cc1ccc(CNC(=O)c2sc3nc[nH]c(=O)c3c2C)cc1	103	-1.1
CCCOc1ccc2oc(=O)c3c(c2c1)CCCN3C(=O)CN1CC(C)CC(C)C1 (configuration not stated)	102	0.3
Cn1c(-c2ccc(S(=O)(=O)N3CCCC3)cc2)csc1=Nc1ccc(Cl)c(Cl)c1	104	0

Some of the entries so far, with two lines to a compound:
Every second line gives: PV pol inh	PV pol inh FP z-score
> CC(C)c1ccccc1NC(=O)Cn1cnc2c1c(=O)n(C)c(=O)n2C
  108	0.6
> O=C(O)C1CC=CCC1C(=O)Nc1ccc(Cl)cc1 (configuration not stated)
  101	-0.3
> CCCOc1ccc2oc(=O)c3c(c2c1)CCCN3C(=O)CN1CC(C)CC(C)C1 (configuration not stated)
  102	0.3
> CN1CCN(C(=O)CCN2C(=O)/C(=C/c3ccccc3)SC2=S)CC1
  98	-0.2
> Cc1nc2ccccc2n1CC(=O)OCC(=O)NC1CC1
  99	-0.3
> Cc1ccc(CNC(=O)c2sc3nc[nH]c(=O)c3c2C)cc1
  103	-1.1
